# Compound activity from PubChem.
# IL-1B inflam inh = blocks inflammasome-driven IL-1 beta release | activity change, % at 57.5 µM | AID 743279 | THP-1 LPS/ATP IL-1B secretion, AlphaLISA, 16 h; stronger effect = lower value | 4.7% of 360,000 active; in the data active means activity change below about -50%; inconclusive means mostly about -30% to -49%; further: on the % scale 0 is the no-effect control and ±100 the full control effect
#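 Secreted IL-1B measured by AlphaLISA bead assay after 16 h compound exposure of THP-1 cells; compounds (final up to 57.5 uM) added 1 h before LPS (250 ng/mL) and ATP (1.25 mM) stimulation; lower signal means less secretion.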
# Nrf2 ARE act = activators of Nrf2 (ARE) signaling | AREc32 ARE-luciferase reporter (MCF7-derived line), luminescence, 24 h | Potency, µM (series often up to 46.1 µM), for the others: at the highest dose activation, actives largely listed as activators | 0.31% of 410,000 active; further: potency means the concentration at half of the fitted maximal effect; % of control where 0% means no effect; nearly all actives have a fitted effect of over 65% in size
#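 AREc32_Fluc, 1000 cells/well, OPTI-MEM + 5% FBS, o/n 37 deg C 5% CO2; 23 nL cpd by pin tool, 24 hr; Steady-Glo 30 min RT, luminescence.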
# ATXN2 expr inh = reduces ATXN2 reporter expression in HEK-293 cells. HEK-293 ATXN2-luciferase reporter, luminescence, 24 h. Potency, µM (doses to about 57 µM), for the others: at the top dose activity change, negative = inhibition, usual class: inhibitors. 0.72% of 360,000 active; further: potency means the concentration at half of the fitted maximal effect; on the % scale 0 is the no-effect control and ±100 the full control effect; nearly all actives have a fitted effect of over 55% in size
#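 qHTS (up to 57 uM final) was run with 24 h compound exposure of reporter cells at 37 °C. Each well was multiplexed: SteadyGlo luminescence measured ATXN2-luciferase expression after a fluorogenic Gly-Phe-AFC viability readout (25 uM final).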
# MCF10A rerep = DNA re-replication induction in MCF 10a cells. MCF 10A DNA re-replication, Hoechst nuclear intensity, 48 h. Potency, µM (titrated, usually from 46.1 µM), for the others: at the highest dose activity, positive = re-replication, actives largely listed as activators. 2.9% of 350,000 active; further: potency means the concentration at half of the fitted maximal effect; % of control where 0% means no effect; nearly all actives have a fitted effect of over 50% in size
# A549 tox = kills or reduces viability of A549 cells in Nrf2 counter-screen; A549 ARE-Fluc cells, CellTiter-Fluor viability, 18-24 h; Potency, µM (series often up to 46 µM), for the others: at the highest dose activity change, negative = cytotoxicity, most hits filed as inhibitors; 0.16% of 390,000 active; AID 504648; further: potency means the concentration at half of the fitted maximal effect; on the % scale 0 is the no-effect control and ±100 the full control effect
#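 A549 ARE-Fluc cells in 5% FBS OPTI-MEM, 5000 cells/well, rested 2 h then exposed to compounds in concentration-response for 18-24 h at 37 °C. Viability by CellTiter-Fluor fluorescence (Ex 405/Em 525) after 30 min; luciferase luminescence (BugLite, 15 min, RT) read afterwards.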
# Nrf2 block = inhibitors of Nrf2 signaling | A549 ARE-Fluc reporter, luciferase luminescence, 18-24 h | AID 504444 | Potency, µM (titrated, usually from 46 µM), for inactives: at the top dose activity change, negative = inhibition, usual class: inhibitors | 2.1% of 360,000 active; further: potency means the concentration at half of the fitted maximal effect; on the % scale 0 is the no-effect control and ±100 the full control effect; nearly all actives have a fitted effect of over 60% in size
#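 Concentration-response testing used A549 ARE_Fluc cells at 5000 cells/well. Following an 18-24 h compound incubation, viability was read by fluorescence (Ex 405/Em 525) and luciferase output by luminescence.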
# ATXN viability = viability counter-screen for ATXN expression inhibitors. S2 cells (HEK-293 line with an ATXN2-luciferase reporter) viability, CellTiter-Fluor protease fluorescence, 24 h. Potency, µM (top dose mostly 56.7 µM), usual class: cytotoxic. 0.49% of 400,000 active; further: potency means the concentration at half of the fitted maximal effect; nearly all actives have a fitted effect of over 40% in size
# HepG2 viability = HepG2 cytotoxicity, counter-screen for TGF-b inhibitors; Potency, µM (highest dose often 46.1 µM), without a hit: top-dose activity change, negative = cytotoxicity, actives largely listed as cytotoxic; HepG2 CAGA-GFP viability, ATP luminescence, 18 h; AID 588856; 0.76% of 410,000 active; further: potency means the concentration at half of the fitted maximal effect; some results filed as inactive show a strong effect at the top dose
#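 HepG2 CAGA-GFP cells (1000/well, DMEM with 1% FBS) received compound, then TGF-beta at 500 pg/mL final, and were incubated 18 hours at 37 degrees C. Viability was read by CellTiter-Glo luminescence. Media-only wells were set as complete cell-killing and DMSO as no toxicity.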
# TGFb SMAD3 inh = inhibitors of TGF-b signaling. HepG2 CAGA-GFP TGF-b/SMAD3 reporter, GFP fluorescence, 18 h; TGF-beta stimulated, 500 pg/mL final. Potency, µM (highest dose often 46.1 µM), for inactives: at the top dose activity, negative = inhibition, actives largely listed as inhibitors. 1.2% of 410,000 active. AID 588855; further: potency means the concentration at half of the fitted maximal effect; on the % scale 0 is the no-effect control and ±100 the full control effect; nearly all actives have a fitted effect of over 65% in size
#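 HEPG2 CAGA-GFP reporter cells (1000/well, DMEM with 1% FBS) received compounds, then recombinant TGF-beta at 500 pg/mL final for 18 hours at 37 degrees C. Per-cell GFP summed per well was normalised to unstimulated and stimulated DMSO controls before curve fitting.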
# Numbers without * were called inactive; i = inactive; ? = inconclusive; / = no result given; & = joins results of further samples; [ ] = remark or other dose. Unless noted, the call rests on the fitted dose curve; in most records, active means well fitted curve in the direction sought with a large enough effect; inconclusive means small, poorly fitted or top-dose-only effect, or another doubt; inactive means no such curve, though single readings can be large; an effect the other way counts as inactive or inconclusive.
cpd	Compound	IL-1B inflam inh	Nrf2 ARE act	ATXN2 expr inh	MCF10A rerep	A549 tox	Nrf2 block	ATXN viability	HepG2 viability	TGFb SMAD3 inh
1	CCOC(=O)CN=C/C(C(C)=O)=C(/C)O	3	-0.6%	-10%	1%	1%	2%	i	1%	3%
2	COc1ccc(C(=O)c2ccccc2)cc1Br	-53*	-0.4%	5%	2%	-7%	-16%	i	-2%	0%
3	CC(C)C(=O)N1CCN(c2ccc(NC(=O)c3ccco3)cc2Cl)CC1	-3	0.2%	9%	?	5%	2%	?	7%	30%
4	CCN(CC)c1ccc(/C=N/NC(=O)c2ccco2)cc1	30	-0.3%[9.22 µM]	0%	4.1µM*	-25%	?	?	-11%	?
5	Cc1ccc(NC(=O)c2noc3c2CCCCC3)cc1C	?	-0.9%	4%	0%	-15%	?	i	-13%	4%
6	CN(CCCNC(=O)c1ccccc1F)CCCNC(=O)c1ccccc1F	7	-0.1%	/	3%	12%	-12%	i	-35%	5%
7	O=C(Nc1cccc(NC(=O)c2ccccc2Cl)c1)c1cccc(Br)c1	/	3.2%	/	/	-7%	-5%	/	-25%	1%
8	COc1ccc(OCCNc2cc(N3CCOCC3)ccc2[N+](=O)[O-])cc1	-17	0.0%	-15%	1%	-18%	?	?	-18%	-1%
9	Cc1nn(C(=O)c2nn(C)cc2[N+](=O)[O-])c(C)c1Cl	2	-0.7%[9.22 µM]	5%	-15%	-1%	4%	i	-1%	23%
10	COc1ccc(C(=O)NNC(=O)C2CCCN(C3CC(=O)N(c4ccccc4)C3=O)C2)cc1 (stereo not given)	7	-1.0%	/	2%	-3%	0%	i	2%	0%
11	Cc1nn(Cc2ccc(C(=O)N3N=C(C(F)F)CC3(O)C(F)F)cc2)c(C)c1[N+](=O)[O-] (stereo not given)	-8	0.9%	-4%	-1%	1%	4%	i	-5%	-18%
12	Cc1ccc(-n2c(C)c(C)c3c(NCCN(C)C)ncnc32)cc1	?	1.9%	10%	25%	1%	20%	?	-22%	-3%
13	O=C1CCCc2c1nc(-c1ccccc1F)n2O	-11	-0.4%	1%	5%	2%	?	i	-171%	0%
14	O=C(CCNS(=O)(=O)c1ccccc1)OCC(=O)c1ccc[nH]1	2	-0.4%	-5%	-2%	-2%	-4%	i	-12%	-8%
15	Cc1cc(NC(=O)COc2ccccc2C(N)=O)no1	5	3.8%	5%	-10%	1%	?	i	-49%	25%
16	CCOc1ccccc1NC(=O)Cn1c(C)cc(COC)c(C#N)c1=O	-16	-0.2%	2%	-1%	6%	3%	i	-13%	-6%
17	Cc1ccc(Cl)cc1N1CCN(C(=O)c2ccc(NC3=NC4CS(=O)(=O)CC4S3)cc2)CC1 (stereo not given)	?	-1.1%	0%	-3%	-3%	?	i	0%	1%
18	O=C(Cn1cnc2ccccc2c1=O)NCCC(=O)Nc1ccc2c(c1)OCCO2	17	-1.0%	1%	-3%	6%	16%	i	4%	-6%
19	CCN1CCN(C(C)C(=O)Nc2c(C)n(C)n(-c3ccccc3)c2=O)CC1 (stereo not given)	-3	0.2%	-12%	7%	-12%	-13%	i	-7%	9%
20	O=C(N[C@@H](Cc1ccccc1)C(=O)OCc1ccccc1)c1nc[nH]c1C(=O)N1CCNCC1	-6	-0.3%	-4%	9%	0%	6%	i	4%	0%
21	O=C1C2C(C(=O)N1/N=C/c1ccc([N+](=O)[O-])o1)C1C=CC2C12CC2 (stereo not given)	-91*	?	-20%	16µM*	1%	25%	?	-102%	?
22	CCCn1c(N)c(C(=O)CSc2ncc(C(F)(F)F)cc2Cl)c(=O)[nH]c1=O	0	0.0%	/	16µM*	-6%	?	i	-27%	1%
23	C/C(=N/NS(=O)(=O)c1ccc(F)cc1)c1ccc(NC(=O)c2ccc(C)o2)cc1	-2	0.5%	17%	0%	-3%	/	i	15%	16%
24	NNC(=O)c1ccc(COc2ccc3c(c2)CCC3)o1	9	0.2%	1%	?	3%	?	i	-22%	0%
25	CCOCCn1c(SCc2c(F)cccc2Cl)nc2c1c(=O)[nH]c(=O)n2C	-27	-0.6%	0%	10%	/	3%	i	0%	-1%
26	COCCCNC(=O)CN(CCc1ccccc1)S(=O)(=O)c1ccccc1	-18	0.5%	5%	8%	1%	18%	i	11%	-5%
27	O=C1Nc2ccc([N+](=O)[O-])cc2C1(O)N1CCCCCC1 (stereo not given)	11	0.4%	-2%	-1%	-23%	-6%	i	-4%	-5%
28	CCn1cc(/C=C(\NC(=O)c2ccccc2)C(=O)NCCCN2CCOCC2)c2ccccc21	?	0.2%	-7%	1%	-2%	9%	i	10%	6%
29	COc1ccccc1-n1c([S-])c(C(=O)Nc2ccccc2C(F)(F)F)[n+]2ccc(C(=O)NCCO)cc12	-4	2.9%	-34%	-2%[9.22 µM]	-2%	-14%	/	5%	7%
30	CCC(C(=O)OC)n1cnc2c(nnn2-c2cccc(OC)c2)c1=O (stereo not given)	9	-0.9%	/	1%	-17%	-28%	i	-6%	-1%
31	CCOC(=O)C1=C(C)Nc2nc(C)nn2C1c1ccc(OC)c(OC)c1 (stereo not given)	-20	-0.6%	-8%	-5%	4%	-4%	i	1%	10%
32	Cc1ccc(-c2cc(C(F)F)n3ncc(C(=O)N4CCN5CCCC5C4)c3n2)cc1 (stereo not given)	?	4.4%	8%	3%	1%	?	i	-8%	27%
33	C=CCNC(=O)NC(=O)COC(=O)/C(C#N)=C/c1cc(C)n(CCC(C)C)c1C	10	-0.6%	-10%	?	-10%	-2%	i	2%	0%
34	O=[N+]([O-])c1ccc(COP(=O)(O)OCc2ccc([N+](=O)[O-])cc2)cc1	11&-14	-0.6%&-0.9%	-19%&11%	10%	-1%	-11%	i	20%&-11%	6%&14%
35	Cc1ccccc1-n1nc2c(c1NC(=O)c1cccc(F)c1)CS(=O)C2 (stereo not given)	1	0.0%	0%	4%	2%	9%	i	-2%	3%
36	Cc1ccc(Sc2ccc(NC(=O)c3ccc(F)cc3)cc2C#N)cc1	11	3.9%	-7%	/	/	/	i	-44%	-29%
37	C[C@H]1CN([C@@H](C)CO)S(=O)(=O)c2ccc(Br)cc2O[C@H]1CN(C)C(=O)Cc1ccccc1	-5	-2.1%	-4%	/	/	/	i	1%	8%
38	O=C(Nc1ccc(C(=O)O)cc1)/C(=C\c1ccccc1)NC(=O)c1ccccc1	0	-0.8%	6%	-7%	-2%	21%	i	-9%	5%
39	COc1ccc(C(CC(=O)N2CCCC2)C(C)C)cc1 (stereo not given)	2	0.4%	-11%	5%	1%	6%	i	-84%	0%
40	COc1ccccc1Nc1nc(C)nc2c1oc1ccccc12	6	-0.8%	-12%	18µM*	-2%	?	i	-17%	-6%
41	Cc1sc(NC(=O)c2ccco2)c(C(c2cccnc2)N2CCC(C)CC2)c1C (stereo not given)	-55*	0.9%	?	?	-17%	?	?	-9%	?
42	Cc1cc(C)n(CCC(=O)N2CCc3ccccc32)n1	15	0.2%	/	-2%	0%	-4%	i	4%	-1%
43	CCCc1nc2ccc(C(=O)OC)cn2c1Cc1ccccc1	24	14%	11%	/	/	/	?	14%	-9%
44	CC(=O)NC(Cc1cccc(F)c1)C(=O)NC1CCN(C(=O)c2ccc(C)cc2)CC1 (stereo not given)	0	-0.3%	-5%	3%	3%	11%	i	0%	21%
45	Cc1ccc(NC(=O)NCc2ccc3[nH]c(C)cc3c2)cc1	-26	-0.9%	/	15%	-8%	4%	i	-7%	-18%
46	CCOCCn1c(N(C)Cc2ccccc2)nc2c1c(=O)[nH]c(=O)n2C	0	1.9%	3%	13%	-1%	?	i	-9%	0%
47	O=C(CSCc1ccccc1)NC1CCSC1=O (stereo not given)	-10	-0.7%	1%	?	0%	12%	i	-3%	3%
48	CN[C@@H](CO)C(=O)NC[C@H]1O[C@@H](n2cc(C)c(=O)[nH]c2=O)C[C@@H]1O	15	-0.1%	-3%	/	/	/	i	-17%	3%

# In the list so far, these contain an NH in an aromatic ring.
cpd	Compound	IL-1B inflam inh	Nrf2 ARE act	ATXN2 expr inh	MCF10A rerep	A549 tox	Nrf2 block	ATXN viability	HepG2 viability	TGFb SMAD3 inh
14	O=C(CCNS(=O)(=O)c1ccccc1)OCC(=O)c1ccc[nH]1	2	-0.4%	-5%	-2%	-2%	-4%	i	-12%	-8%
20	O=C(N[C@@H](Cc1ccccc1)C(=O)OCc1ccccc1)c1nc[nH]c1C(=O)N1CCNCC1	-6	-0.3%	-4%	9%	0%	6%	i	4%	0%
22	CCCn1c(N)c(C(=O)CSc2ncc(C(F)(F)F)cc2Cl)c(=O)[nH]c1=O	0	0.0%	/	16µM*	-6%	?	i	-27%	1%
25	CCOCCn1c(SCc2c(F)cccc2Cl)nc2c1c(=O)[nH]c(=O)n2C	-27	-0.6%	0%	10%	/	3%	i	0%	-1%
45	Cc1ccc(NC(=O)NCc2ccc3[nH]c(C)cc3c2)cc1	-26	-0.9%	/	15%	-8%	4%	i	-7%	-18%
46	CCOCCn1c(N(C)Cc2ccccc2)nc2c1c(=O)[nH]c(=O)n2C	0	1.9%	3%	13%	-1%	?	i	-9%	0%
48	CN[C@@H](CO)C(=O)NC[C@H]1O[C@@H](n2cc(C)c(=O)[nH]c2=O)C[C@@H]1O	15	-0.1%	-3%	/	/	/	i	-17%	3%

# One compound at a time (already shown). Values in the order: IL-1B inflam inh	Nrf2 ARE act	ATXN2 expr inh	MCF10A rerep	A549 tox	Nrf2 block	ATXN viability	HepG2 viability	TGFb SMAD3 inh
# Cc1sc(NC(=O)c2ccco2)c(C(c2cccnc2)N2CCC(C)CC2)c1C (stereo not given) is listed as -55*	0.9%	?	?	-17%	?	?	-9%	?
# O=C(Nc1ccc(C(=O)O)cc1)/C(=C\c1ccccc1)NC(=O)c1ccccc1 is listed as 0	-0.8%	6%	-7%	-2%	21%	i	-9%	5%
